# Screening data: PubChem BioAssay, several laboratories
# CHOP inh – blocks CHOP induction under ER stress; CHO-K1 CHOP-promoter luciferase, tunicamycin-induced, 15-18 h; inhibition, % at 10 µM; 220,000 compounds, 3.8% hits; AID 2732;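 active = compounds that reduced the stress-induced luciferase reporter signal by more than about 70% of percent inhibition, limit read from the data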;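 also: 0% = tunicamycin plus vehicle and 100% = wells without tunicamycin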
# NPY1 pot ag – potentiators or agonists of human neuropeptide Y receptor Y1 | P25929 | NPY-Y1 expressing cells, potentiator/agonist activation | activation, % at 3.6 µM | 220,000 compounds, 0.37% hits | AID 1304; in the data active = activation above about 33%, passing the limit was not always enough;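 also: cells stimulated with NPY at EC10 then isoproterenol at EC100; 0% = low agonist plus stimulus and 100% = saturating agonist plus stimulus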
# EP2 antag – blocks the human prostaglandin E2 receptor EP2. P43116. C6 glioma cells expressing human EP2, cAMP TR-FRET; cells stimulated with saturating PGE2. inhibition, % at 25 µM. 260,000 compounds, 0.52% hits;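 active = percent inhibition above 40 after rounding to a whole number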;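 also: rat C6 glioma host cells with rolipram phosphodiesterase inhibitor present; the protocol text gives 20 µM as final concentration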
# TRPML3 agonist – agonists of human TRPML3 channel; HEK293 TRPML3-YFP, Fluo-8 calcium fluorescence; 100% = the carbachol control signal; activation, % at 3 µM; 220,000 compounds, 0.29% hits; AID 1448;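 active = activation above its plate's cutoff, the mean activation of the plate's test wells plus 3 SD, cut at about 12% in these data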;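 also: 0% = DMSO only wells and 100% = carbachol wells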
# Target sequence (Q8TDD5 whole entry, looked up): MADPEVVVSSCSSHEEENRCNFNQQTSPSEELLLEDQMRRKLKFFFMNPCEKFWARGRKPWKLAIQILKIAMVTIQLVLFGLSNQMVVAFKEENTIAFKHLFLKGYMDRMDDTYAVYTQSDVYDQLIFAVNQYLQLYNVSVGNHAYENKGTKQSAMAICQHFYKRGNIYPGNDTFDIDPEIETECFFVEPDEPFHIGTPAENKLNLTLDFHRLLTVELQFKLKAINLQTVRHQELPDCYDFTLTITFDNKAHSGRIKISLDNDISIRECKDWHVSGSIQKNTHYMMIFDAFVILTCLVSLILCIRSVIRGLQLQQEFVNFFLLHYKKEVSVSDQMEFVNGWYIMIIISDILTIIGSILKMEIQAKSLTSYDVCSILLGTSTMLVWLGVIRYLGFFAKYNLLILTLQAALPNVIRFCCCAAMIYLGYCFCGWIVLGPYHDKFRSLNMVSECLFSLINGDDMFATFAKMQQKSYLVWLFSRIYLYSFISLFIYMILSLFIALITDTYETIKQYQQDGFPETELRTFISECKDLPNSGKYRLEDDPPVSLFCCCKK
#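 Test system: TRPML3-YFP stable HEK293 cells. Doses: single point at 3 µM. Incubation: dye loading 1 h 37 °C then 30 min ambient, 125 s read. Signal: Fluo-8 calcium dye fluorescence, ex 470-495, em 515-575 nm. Measure: percent activation from peak-to-basal fluorescence ratio, scaled between DMSO and carbachol.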
# NPY-Y1 antag – blocks the human neuropeptide Y Y1 receptor. HEK293-CNG Y1 cells, membrane potential fluorescence; NPY at EC95, then isoproterenol. inhibition, % at 3.6 µM. AID 1040. P25929. 200,000 compounds, 1% hits;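 active = inhibition above the campaign mean inhibition of all tested compounds plus 3 SD, cut at about 20% in these data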;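 also: 0% = DMSO wells given NPY plus isoproterenol and 100% = isoproterenol alone without NPY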
#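 material = HEK293 cells with Y1 receptor plus CNG channel | also added = NPY 25 nM then isoproterenol 1 µM plus Ro 20-1724 25 µM | schedule = dye 3 h, compound 60 min room temperature, stimulation 45 min | measured by = membrane potential fluorescence | benchmarks = high control isoproterenol alone, low control NPY with isoproterenol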
# EP2 modulator – modulates human prostaglandin E2 receptor EP2 signaling; EP2-expressing cells, cAMP HTRF FRET, PGE2 co-stimulation; induction, % at 25 µM; 260,000 compounds, 0.83% hits; AID 940;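 active = compounds whose cAMP rise, as percent of the full-agonist control response, exceeds 60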;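 also: rat C6 glioma line stably carrying human EP2 under a CMV promoter; the protocol text gives 20 µM as final concentration; 100% = response of wells given 1 µM PGE2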
# 14-3-3 Bad inh – disrupts binding of bovine 14-3-3 zeta to phospho-Bad peptide. P63103. TR-FRET 14-3-3zeta/Dy647-pBad peptide displacement, 1 h. inhibition, % at 21.7 µM. 220,000 compounds, 0.71% hits;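 active = inhibition above about 70%, limit read from the data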;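 also: 0% = full 14-3-3 plus peptide FRET controls and 100% = background without 14-3-3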
# Target sequence (P63103 whole entry, looked up): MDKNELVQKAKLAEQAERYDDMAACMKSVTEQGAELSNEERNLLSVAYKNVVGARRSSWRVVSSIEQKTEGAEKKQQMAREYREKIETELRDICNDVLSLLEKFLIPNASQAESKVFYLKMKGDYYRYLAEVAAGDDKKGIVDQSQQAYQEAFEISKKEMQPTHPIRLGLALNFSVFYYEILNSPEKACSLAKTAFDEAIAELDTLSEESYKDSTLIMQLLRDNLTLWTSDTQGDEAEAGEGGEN
# PPC-1+TRAIL kill – PPC-1 cancer cell killing with TRAIL present | 220,000 compounds, 0.41% hits | PPC-1 cells + TRAIL, ATPLite viability luminescence | cell killing (% activity), % at 4 µM;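 active = cell killing above 50% in the first pass at 4 µM, then a duplicate retest at 5 µM averaging 50% or more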;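 also: plate controls were cells with TRAIL plus DMSO for no effect and medium-only wells lacking cells for full effect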
# zfTRPN1 agonist – activates the zebrafish TRPN1 channel; AID 1424; HEK293 zebrafish TRPN1-YFP, Fluo-8 calcium fluorescence; 100% = response to 87 µM carbachol; activation, % at 3 µM; 220,000 compounds, 0.18% hits;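 active = activation above its plate's cutoff, the mean activation of test wells on that plate plus 3 SD, cut at about 19% in these data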;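 also: 0% = DMSO alone and 100% = 87 µM carbachol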
#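 Control set: carbachol 87 µM as high control, DMSO as low control; system: HEK293 stable line with zebrafish TRPN1-YFP; read-out: % activation versus carbachol response; detection: intracellular calcium fluorescence with Fluo-8; doses: single test compound dose, 3 µM nominal, 0.3% DMSO; schedule: dye 1 h 37 °C plus 30 min RT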
# Numbers without * were called inactive; . = no result given; & = joins results of further samples; ! = a repeat was not active; [ ] = remark or other dose. This is a subset; rates above refer to the full screens.
SMILES,CHOP inh,NPY1 pot ag,EP2 antag,TRPML3 agonist,NPY-Y1 antag,EP2 modulator,14-3-3 Bad inh,PPC-1+TRAIL kill,zfTRPN1 agonist
CN(C)C=Nc1nonc1-c1ncn[nH]1,12,-7,8,1.0,-3,9,19,-5,2.3
Clc1ccc(-c2nnc(-c3ccccc3Cl)o2)cc1,49,-12,5,-0.8,25*,29,12,24,-0.8
CN1CCN(C(=O)c2cnn3c(C(F)(F)F)cc(-c4cccs4)nc23)CC1,-17,-17,11,-0.6,7,15,-3,10,0.8
Cn1c(Cc2nc(-c3cnccn3)no2)nnc1SCC(=O)Nc1ccccc1,13,28,9,0.2,.,4,7,21,-0.6
CC1Cc2ccccc2N1C(=O)c1cc2sccc2n1Cc1ccccc1 (configuration not stated),58,-7,10,-0.3,7,54,2[fluorescence artefact?],3,-1.8
S=C(NCCc1ccccc1)NC1CC2CCC(C1)N2Cc1ccccc1 (configuration not stated),32,0,14,0.5,-2,-40,-3,-2,1.3
CCOC(=O)C(CC)(CCC(=O)O)c1csc(Nc2ccc(C)cc2)n1 (configuration not stated),22,-8,5,0.1,6,7,-12,24,0.1
Cc1cccc(C(=O)Nc2ncc(CN3CCOCC3)s2)c1,7,-8,5,0.5,-4,11,-5,20,-0.1
CCOCCCNC(=O)C(c1ccc(C)cc1)N(Cc1ccc2c(c1)OCO2)C(=O)CNC(C)=O (configuration not stated),-8,-10,14,0.2,1,35,0,2,-0.7
O=C(Nc1ccccc1)O/N=C(\c1ccccc1)c1ccccn1,16,30,9,1.1,2,22,12,-2,1.6
COc1ccc(OC)c(Nc2nc(C3CC3)nc3c2nnn3Cc2ccccc2)c1,0,1,.,0.3,-1,40,28,14,0.8
COc1ccc(S(=O)(=O)N2CCCCCC2)cc1N(C)S(=O)(=O)c1ccc(C)cc1,26,-41,8,55*,0,0,7[fluorescence artefact?],14,1.6
COc1ccc(C(=O)COc2ccc(NC(C)=O)cc2)cc1,14,-13,16,0.3,-2,-9,-2,8,-0.5
Cc1cc(NC(=O)CCSc2ccccc2)no1,-8,-5,4,0.8,1,11,-1,5,-0.7
O=C(OCCCC(=O)N1CCOCC1)c1ccccc1,-14,2,3,0.6,-1,14,1,8,-1.1
Cc1ccc(S(=O)(=O)CCc2nnc(NC(=O)c3ccccn3)s2)cc1,27,8,7,-0.5,-4,7,7[fluorescence artefact?],27,0.8
CCCOc1ccc(Cn2ccnc2)cc1[N+](=O)[O-],-25,-10,10,0.5,0,-23,-1[fluorescence artefact?],-1,1.0
CC1=C(/C=C/C(C)=C/C=C/C(C)=C/C(=O)O)C(C)(C)CCC1,28&-5,0,14&13&11,0.7,-3,62*!,1,3,0.4
Cc1c(C(=O)Nc2cc(S(=O)(=O)N3CCOCC3)ccc2N2CCOCC2)oc2ccccc12,28,-25,7,1.2,18,6,-12,7,0.9
Cc1cc(C(=O)O)c(C)n1Cc1ccncc1,-1,-20,9,-0.2,.,4,-4,19,1.2
CC(C)(C)NC(=O)Nc1cccc(Cl)c1Cl,24,-14,3,0.9,-2,-51,-19,-4,0.9
O=C(O)c1cc2c(o1)CCC/C2=N\O,11,-2,6,0.1,1,5,-3,5,1.0
Brc1ccc(-c2nn[nH]n2)cc1,7,4,2,1.3,.,15,7,4,0.7
CCOC(=O)NCc1ccc(S(=O)(=O)Nc2ccccc2C)cc1,5,2,15,0.0,-4,-16,-3,7,1.3
CC(O)CNc1nc2c(c(=O)n(C)c(=O)n2C)n1C/C=C/c1ccccc1 (configuration not stated),69,0,2,0.2,3,16,-13[fluorescence artefact?],15,0.1
Cc1cccc(NC(=O)CSc2nc(N)c(NC(=O)c3cccs3)c(=O)[nH]2)c1,6,-4,12,0.2,-1,18,-3,8,-1.0
O=C(Nc1ccc(F)cc1)Nc1nnc(-c2ccco2)s1,96*,20,3,0.3,3,-53,-7,-1,-0.5
CC1CCc2nc(NC(=O)C3COc4ccccc4O3)sc2C1 (configuration not stated),79*,-8,7,0.2,4,8,2,5,1.6
Cc1cc(C(=O)OCC(=O)NC2CCS(=O)(=O)C2)c(C)n1-c1ccccc1 (configuration not stated),21,1,10,0.8,-6,5,4,46,3.0
COc1cc(OC)cc(-n2nnnc2SCC(=O)NCc2cccs2)c1,32,-2,5,-1.8,4,7,-10,4,-1.8
COc1ccc(C(=O)Nc2ccc(SC(F)F)cc2)cc1,8,-20,11,2.3,3,-34,-4[fluorescence artefact?],7,4.7
NS(=O)(=O)c1ccc(NC(=O)/C=C/c2ccccc2[N+](=O)[O-])cc1,10,-13,4,0.8,4,-18,-7,-2,0.8
NC(=O)c1ccc(-n2nnnc2SCc2ccccc2)cc1,11,7,10,0.2,6,-13,8,20,2.2
O=C(c1cc2ccccc2o1)N1CCC(N2CCC(C(=O)N3CCCC3)CC2)CC1,3,11,8,0.7,6,-11,-2,21,1.1
CCC(C)OC(=O)c1[nH]c2c(c1C)C(=O)CC(c1ccc(N(C)C)cc1)C2 (configuration not stated),20,12,6,-0.2,-5,29,4,14,2.0
COC(=O)C1=C(CSc2nncn2C)NC(=O)NC1c1cc(C)ccc1C (configuration not stated),28,-7,17,0.2,-4,23,5,12,-0.1
COc1cccc(N2CCN(C(=O)c3ccc(N4C(=O)NC5CC4(C)Oc4ccccc45)cc3)CC2)c1 (configuration not stated),4,17,.,0.3,-1,-18,0,-17,1.1
COc1ccc(-c2cc(C(F)(F)F)c(C#N)c(SCC(=O)Nc3ccc(C)cc3)n2)cc1,37,24,6,1.3,7,32,11,-3,0.9
Cc1ccc(CNC(=O)CSc2c3c(nc4ccc(Cl)cc24)CCCC3)o1,69,-21,7,0.4,5,40,-2[fluorescence artefact?],18,-1.4
O=C(CSc1nnnn1-c1ccc(Cl)cc1)Nc1cccnc1Cl,26,0,7,1.1,-1,-28,-15,-2,1.8
O=S(=O)(NCCc1cn2ccccc2n1)c1cccs1,15,-8,12,0.6,-3,7,3,20,0.1
Cc1cc2oc(C(=O)N(Cc3ccco3)C3CCS(=O)(=O)C3)cc(=O)c2cc1Cl (configuration not stated),-39,5,4,0.3,7,-14,-2,-6,0.2
Cn1ccnc1SCC(=O)Nc1ccc(F)c([N+](=O)[O-])c1,12,6,4,0.1,1,-12,1,8,0.4
COc1ccc(S(=O)(=O)NNC(=O)c2ccc(-n3c(C)ccc3C)cc2)cc1,13,18,11,0.4,.,-11,-6,18,2.3
Cc1cc(=O)n2c3ccccc3n(CC(O)CN3CCN(Cc4ccccc4)CC3)c2c1C#N (configuration not stated),-4,-19,11,-0.1,.,-10,-6,13,0.8
COc1ccc(OC)c(NC(=O)CN2CCN(C(=O)c3ccco3)CC2)c1,-7,-8,5&11,0.9,-1,12&11,-1,4,0.1
CCOc1ccc(/C(O)=C2/C(=O)C(=O)N(CCCn3ccnc3)C2c2cccs2)cc1Cl (configuration not stated),0,-19,17,0.2,12,46,25,-6,0.5
Clc1ccc(OCCCNCc2ccccc2)c(Br)c1,35,-7,8,1.6,-2,-43,43,7,0.2
Cn1c(=O)c2c(-c3ccccc3F)c3c(nc2n(C)c1=O)-c1ccccc1C3O (configuration not stated),-11,-11,20&9,0.7,3,13&5,-1,25,0.1
Cc1ccc(NS(=O)(=O)N(C)C)cc1,19,-20,15,0.3,1,7,11,7,-0.5
# Carrying on.
SMILES,CHOP inh,NPY1 pot ag,EP2 antag,TRPML3 agonist,NPY-Y1 antag,EP2 modulator,14-3-3 Bad inh,PPC-1+TRAIL kill,zfTRPN1 agonist
COc1ccc(OC)c(NC(=O)c2c(NC(=O)CNCc3ccco3)sc3c2CCC3)c1,-24,4,7,0.3,0,18,-16[fluorescence artefact?],-8,0.7
O=c1[nH]c2ccccc2nc1-c1ccccc1,-14,7,10,0.2,.,1,0,13,-1.2
C=CCn1c(SCn2nnc3ccccc3c2=O)nnc1-c1ccc(Cl)cc1,18,-23,5,-0.4,5,-1,-2,22,-0.1
O=C(N/N=C/c1cccnc1)c1ccc([N+](=O)[O-])cc1Cl,-4,19,9,0.5,3,-9,2,33,-0.3
Cc1nn2cc(-c3ncc(C(F)(F)F)cc3Cl)cnc2c1Br,74*,14,8,0.1,-3,44,-6,37,0.2
O=C(NCCc1ccccn1)c1cc(-c2ccc(Cl)cc2)nc2ccccc12,48,-21,7,-0.7,9,4,3,0,-1.4
O=C(Cc1n[nH]c(=O)[nH]c1=O)N/N=C/c1c(O)ccc2ccccc12,-1,24,16,1.1,-2,-58,-11,19,-0.6
COc1ccc(C2CC(=O)C3=C(C2)Nc2ccccc2NC3c2coc3ccccc3c2=O)cc1OC (configuration not stated),28,30,10,0.0,-5,16,9,14,0.6
CCNC(=O)NC(=O)C(C)OC(=O)c1oc2ccccc2c1CSC1CCCCC1 (configuration not stated),99*,-23,4,0.2,6,33,-14,-4,-1.0
COc1cc(OC)c(NC(=O)CS(=O)(=O)Cc2nc(-c3ccc(C)cc3)oc2C)cc1Cl,66,13,14,-0.1,10,3,-1,24,-0.1
CCCOc1cc(C)c(S(=O)(=O)N2CCOCC2)cc1C,18,-7,4,-0.2,4,28,-18[fluorescence artefact?],22,-2.1
O=C1N=c2ccccc2=C1c1sc(=S)n(CC2CCCO2)c1O (configuration not stated),46,6,14,0.5,1,-10,15,2,1.1
COC(=O)c1ccccc1NC(=O)c1c(Br)cnn1C,11,8,1,-2.5,2,-16,-4,-4,-2.4
CCN(C(=O)COC(=O)c1c(C)nn(-c2ccccc2)c1C)C1CCS(=O)(=O)C1 (configuration not stated),-35,8,9,0.3,0,22,5,32,-0.2
CC(C)NS(=O)(=O)c1ccc(OCC(=O)Nc2ccc3c(c2)OCO3)c(Cl)c1,70*,9,8,0.0,-6,25,-11,13,1.3
CCN(CC)S(=O)(=O)c1ccc(C)c(NC(=S)NC2CCCCC2)c1,10,7,12,2.3,.,-12,0,8,5.1
Cc1cc(C)n2c(SCC(=O)Nc3cc(C)on3)nnc2n1,1,-2,11,-0.2,0,6,9,16,-1.0
